Screening data from PubChem.
HUVEC prolif 384 = human endothelial cell proliferation inhibition. 86,000 tested, 1.1% active. viability, % at 10 µM (by protocol). HUVEC proliferation, CellTiter-Glo luminescence, 72 h; stronger effect = lower value;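 active means viability at or below 30%; inactive means viability above 30%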;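 further: 100% = median luminescence of DMSO-only cell control wells on each plate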
ERa coact inh = blocks coactivator binding to human estrogen receptor alpha. P03372. TR-FRET ER-alpha LBD / SRC-1 peptide, estradiol-bound. inhibition, % at 25.6 µM. 86,000 tested, 1.7% active; in the data active means inhibition above about 50%;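 further: 0% = receptor plus peptide control and 100% = peptide only without receptor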
Target sequence (P03372 whole entry, looked up, the tested form may be a part): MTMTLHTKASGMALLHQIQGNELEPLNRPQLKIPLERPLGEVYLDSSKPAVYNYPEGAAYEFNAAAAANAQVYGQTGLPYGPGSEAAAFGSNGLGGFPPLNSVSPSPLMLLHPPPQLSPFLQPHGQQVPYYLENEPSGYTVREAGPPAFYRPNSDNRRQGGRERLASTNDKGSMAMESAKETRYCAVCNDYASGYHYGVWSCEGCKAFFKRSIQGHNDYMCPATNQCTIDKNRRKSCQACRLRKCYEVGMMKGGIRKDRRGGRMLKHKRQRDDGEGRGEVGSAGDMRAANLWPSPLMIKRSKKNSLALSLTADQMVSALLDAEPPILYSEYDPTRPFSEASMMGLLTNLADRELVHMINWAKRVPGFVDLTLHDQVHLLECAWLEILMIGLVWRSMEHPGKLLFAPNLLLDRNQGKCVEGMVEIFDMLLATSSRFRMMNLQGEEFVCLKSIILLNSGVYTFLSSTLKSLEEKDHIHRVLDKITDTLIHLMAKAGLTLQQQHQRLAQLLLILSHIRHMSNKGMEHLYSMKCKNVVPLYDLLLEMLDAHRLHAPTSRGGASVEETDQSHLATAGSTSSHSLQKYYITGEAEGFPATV
Fibroblast inh = blocks proliferation of human lung fibroblasts; LL 47 human lung fibroblast viability, ATP luminescence; stronger effect = lower value; viability, % at 10 µM; 85,000 tested, 1.1% active;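 active means viability at or below 50% in the single dose screen; inactive means viability above 50%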;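 further: compound exposure lasted 72 h before the ATP readout; 100% = median luminescence of untreated cell-only wells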
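Benchmarks: Cell-only wells, no compound | Test system: LL 47 human lung fibroblasts, passage 12 or lower | Input: 1,150 cells/well | Measured by: CellTiter-Glo luminescence measuring cellular ATP | Medium: IMEM, 15% FBS supplement | Schedule: Overnight attachment after seeding, then 72 h compound exposure at 37 °C | Doses: Compound addition at 0.1% DMSO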
ERa SRC1 pot = ER-alpha (human) coactivator binding potentiation. P03372. TR-FRET ERalpha-LBD/SRC-Cy5 coactivator binding, 2 h; 100 = basal binding, no effect. coactivator binding (% of control), % at 25.6 µM. 86,000 tested, 1.3% active; in the data active means activity above about 200%;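 further: binding measured in presence of low estradiol as agonist stimulus; 0% = peptide alone without receptor and 100% = receptor with peptide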
Smad3 FoxH1 inh = inhibitors of human Smad3 transcription factor binding | P84022 | TR-FRET Smad3/Dy647-FoxH1 peptide binding, europium anti-His | inhibition, % at 25 µM | 88,000 tested, 0.29% active | AID 630;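 active means compounds that reduce the energy-transfer binding signal between the protein and its labelled peptide by more than half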;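 further: 0% = Smad3 plus labelled peptide maximal FRET and 100% = peptide-only background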
Target sequence (P84022 whole entry, looked up): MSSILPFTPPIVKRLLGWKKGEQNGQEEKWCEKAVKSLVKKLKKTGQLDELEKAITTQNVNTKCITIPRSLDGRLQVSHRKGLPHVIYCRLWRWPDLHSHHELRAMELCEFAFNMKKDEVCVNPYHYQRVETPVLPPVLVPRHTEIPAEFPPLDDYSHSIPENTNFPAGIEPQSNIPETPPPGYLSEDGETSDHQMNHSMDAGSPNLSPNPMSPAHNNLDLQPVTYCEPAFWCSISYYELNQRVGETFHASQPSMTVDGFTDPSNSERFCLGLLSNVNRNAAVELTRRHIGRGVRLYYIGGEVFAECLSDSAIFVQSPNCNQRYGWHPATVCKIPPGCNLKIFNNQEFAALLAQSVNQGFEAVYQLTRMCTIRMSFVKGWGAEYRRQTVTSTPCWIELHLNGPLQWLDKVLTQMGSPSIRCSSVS
Mac1 fbg enh = enhancers of human CD11b/CD18 binding to fibrinogen. P05107+P11215. K562 CD11b/CD18 adhesion to fibrinogen, ATPlite luminescence. activation, % at 10 µM. 93,000 tested, 0.07% active;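 active means 10 µM primary screen giving 50% or more activity, confirmed by 40% or more on retest at that dose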; further: strong numbers were not always called active
MT1-MMP txn act = MT1-MMP promoter transcription activation; HT1080 MT1-MMP promoter luciferase reporter, luminescence, overnight; stronger effect = higher value; activation factor at 10 µM; 86,000 tested, 0.16% active;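 active means activation factor of at least 2 for MT1-MMP transcription at 10 µM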
H69AR inhibit = growth inhibitors of human H69AR lung tumor cells; H69AR lung tumor viability, ATP luminescence, 72 h; stronger effect = lower value; viability, % at 10 µM; 85,000 tested, 6% active; AID 598;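 active means viability at or below 40%; inactive means viability above 40%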;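 further: multidrug resistant small cell line overexpressing MRP-1 efflux transporter; 100% = mean luminescence of untreated control wells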
ERb SRC1 inh = ER-beta (human) coactivator binding inhibition | 86,000 tested, 1.3% active | AID 633 | TR-FRET ER-beta LBD / SRC1-Cy5 peptide binding; receptor agonist-loaded with 1 µM estradiol | inhibition, % at 25.6 µM;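 active means compounds whose percent inhibition of the receptor-coactivator binding signal exceeds about 50% in the single-dose screen, limit read from the data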;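 further: 0% = receptor plus peptide wells without compound and 100% = peptide-only wells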
An asterisk follows results filed as active; · = not tested or not shown; & = joins results of further samples; [ ] = remark or other dose.

SMILES | HUVEC prolif 384 | ERa coact inh | Fibroblast inh | ERa SRC1 pot | Smad3 FoxH1 inh | Mac1 fbg enh | MT1-MMP txn act | H69AR inhibit | ERb SRC1 inh
CCOC(=O)c1ccc(N=c2sc(C(=O)OC)cc(=O)n2Cc2ccco2)cc1 | 29* | -2 | 69 | 118 | 7 | -4 | 0.8 | 1.3* | 0
COc1ccc(CN(C#N)c2nc(SC)nc(N(C)C)n2)cc1 | 98 | -10 | 83 | 119 | 9 | 0 | 1.1 | 89 | 16[fluorescence artefact?]
Cc1cc(NC(=O)c2cc(S(=O)(=O)N3CCCCC3)ccc2C)n(-c2ccccn2)n1 | 96 | 3 | 101 | 121 | 4 | -1 | 1 | 67 | 8[fluorescence artefact?]
Cc1n[nH]c(=S)n(/N=C/c2ccccn2)c1=O | 88 | -2 | 106 | 98 | 11 | -3 | 1.1 | 111 | 0
CCOC(=O)N1CCC(N2Cc3cccc(C(=O)N4CCN(C5CCCCC5)CC4)c3C2=O)CC1 | 99 | -6 | 106 | 121 | 0 | -1 | 1.1 | 91 | -2
Cc1cc(C)n(CC(O)Cn2c3ccccc3c3ccccc32)n1 (centres undefined) | 86 | 9[fluorescence artefact?] | 87 | 89 | 4 | 2 | · | 58 | 1
CSc1nc(-c2ccccc2)[nH]c(=S)c1C(C)=O | 78 | -7 | 101 | 107 | 4 | -2 | 1.1 | 92 | 6
CN(C)C=NC(=O)c1ccc(N2CCN(c3ncc(C(F)(F)F)cc3Cl)CC2)cc1 | 95 | -2 | 93 | 113 | 10 | 0 | · | 47 | -12
COc1ccc(N(C(=O)Cn2nnc3ccccc32)C(C(=O)NCc2ccco2)c2ccc(C)o2)cc1 (centres undefined) | 92 | -10 | 92 | 112 | -1 | -1 | 1.1 | 94 | -6
CCCS(=O)(=O)N1CCC(C(=O)NCCCN(CC)c2cccc(C)c2)CC1 | 99 | -6 | 102 | 105 | 8 | 1 | 1.2 | 91 | 3

Reprinted from the part before: 3 compounds, then new ones.
SMILES | HUVEC prolif 384 | ERa coact inh | Fibroblast inh | ERa SRC1 pot | Smad3 FoxH1 inh | Mac1 fbg enh | MT1-MMP txn act | H69AR inhibit | ERb SRC1 inh
CN(C)C=NC(=O)c1ccc(N2CCN(c3ncc(C(F)(F)F)cc3Cl)CC2)cc1 | 95 | -2 | 93 | 113 | 10 | 0 | · | 47 | -12
COc1ccc(N(C(=O)Cn2nnc3ccccc32)C(C(=O)NCc2ccco2)c2ccc(C)o2)cc1 (centres undefined) | 92 | -10 | 92 | 112 | -1 | -1 | 1.1 | 94 | -6
CCCS(=O)(=O)N1CCC(C(=O)NCCCN(CC)c2cccc(C)c2)CC1 | 99 | -6 | 102 | 105 | 8 | 1 | 1.2 | 91 | 3
COc1ccc(-n2cnnc2SCc2ncc(-c3ccccc3)o2)cc1 | 99 | -2 | 96 | 96 | -7 | 1 | 1.2 | 80 | 13[fluorescence artefact?]
CCOc1ccc(Cc2nnc(N)s2)cc1OCC | 101 | 4[fluorescence artefact?] | 93 | 124[fluorescence artefact?] | 5 | · | 1 | 88 | 2
COc1ccccc1NC(=O)N1CCC(c2nnc(SCC(N)=O)n2C)CC1 | 108 | -6 | 107 | 101 | -28 | 0 | 1.1 | 98 | 21
Cn1c(C(=O)NCc2cccs2)cc2c(=O)n(C)c3ccccc3c21 | 69 | -1[fluorescence artefact?] | 81 | 513*[fluorescence artefact?] | 30[fluorescence artefact?] | -2 | 1 | 40* | 7[fluorescence artefact?]
Cc1onc(-c2ccccc2)c1C(=O)Nc1nc(-c2ccc(F)c(F)c2)cs1 | 63 | 6 | 104 | 134 | 6 | 9 | 1.2 | 55 | 9[fluorescence artefact?]
CCN1C(=O)N(c2cccc3ccccc23)C(C)=CC1(C)C | 84 | -4 | 100 | 91 | -11 | · | 1 | 82 | -10
COc1ccccc1-n1c(SCC(=O)N2CCOCC2)nc(O)c(Cc2ccccc2)c1=O | 95 | 4 | 100 | 107 | 1[fluorescence artefact?] | -5 | 1 | 88 | 2
O=C(NCCCN1CCN(c2cccc(Cl)c2)CC1)C1CCC(=O)N1Cc1ccccc1Cl (centres undefined) | 65 | -10 | 87 | 115 | -13 | 0 | 1.2 | 84 | -1
NC(=O)c1cccc2c(=O)oc3ccccc3c12 | 89 | 16 | 88 | 81 | -2 | 6 | 1.2 | 98 | 25
Nn1c(SCC(=O)Nc2ccc(Oc3ccccc3)cc2)nnc1C1CC1 | 92 | 2 | 90 | 87 | -7 | · | 1.1 | 79 | 5
Cc1ccc(-c2nnn(CCC(=O)NC(C)(C)C)n2)cc1 | 110 | 14 | 95 | 98 | -11 | · | 1.6 | 106 | 11
CCOC(=O)C(C(C)=O)c1c(Br)c(O)c(O)c2c(C(=O)c3ccc(C)cc3)coc12 (centres undefined) | 60 | 43[fluorescence artefact?] | 10* | 54[fluorescence artefact?] | -4 | 19 | 1.1 | 1.4* | 72*[fluorescence artefact?]
CCCc1cc(=O)[nH]c(Nc2ccc(O)cc2)n1 | 89 | 16 | 96 | 73[fluorescence artefact?] | 3 | -3 | 1.2 | 94 | 30
O=C(NC1CCCC1)C1CCCN(S(=O)(=O)c2ccc(-n3cnnn3)cc2)C1 (centres undefined) | 93 | 1[fluorescence artefact?] | 98 | 116 | 2 | -1 | 1.1 | 94 | 17[fluorescence artefact?]
Cc1nc2sc3c(c2c2nc(-c4ccco4)nn12)CCCC3 | 66 | 11 | 73 | 138 | -1[fluorescence artefact?] | 19 | 1.2 | 9.1* | 11
Cc1ccc(CNC(=O)Cn2ccc3ccccc3c2=O)o1 | 92 | -3[fluorescence artefact?] | 98 | 101 | -2 | -2 | 1.2 | 97 | -5[fluorescence artefact?]
CCOc1ncccc1C(=O)OCc1ccc(C(=O)OC)o1 | 102 | -3[fluorescence artefact?] | 100 | 95 | 3 | 1 | 1.1 | 86 | 1
CC1(C)CC(=O)C2=C(C1)Nc1cc3c(cc1C2c1ccc(F)cc1)OCO3 (centres undefined) | 78 | 1 | 83 | 96 | 12 | -2 | 1.2 | 77 | -15[fluorescence artefact?]
CCN(C(=O)c1ccccc1Cl)c1ccccc1 | 105 | 0 | 90 | 112 | -5 | 2 | 1.2 | 90 | -4
O=C(Nc1ccccc1O)c1cc(S(=O)(=O)N2CCOCC2)ccc1Cl | 102 | -13 | 101 | 107 | -5 | · | 1.1 | 96 | -19
Cc1ccc(S(=O)(=O)NC(=O)NCc2ccccc2)cc1 | 87 | -8 | 104 | 128 | 2 | -2 | · | 91 | -2
COc1ccc(-n2c(O)c(/C=N/n3cnnc3)c3ccccc3c2=O)cc1 | 103 | 0[fluorescence artefact?] | 103 | 104[fluorescence artefact?] | 1 | -2 | 1.1 | 106 | 18
Cc1ccc(CN2C(=O)CCC2C(=O)NC2CC2)cc1 (centres undefined) | 107 | 4[fluorescence artefact?] | 100 | 124 | -6 | -2 | 1.1 | 94 | 7[fluorescence artefact?]
O=C(NC1=NCCS1)c1cc(-c2ccccc2)nn1-c1ccccc1 | 113 | -5 | 88 | 107[fluorescence artefact?] | 1 | -1 | 1.1 | 99 | -3
CCOC(=O)/C=C1\SCC(=O)N1Cc1ccc(Br)cc1 | 75 | -6 | 88 | 101 | -1 | · | 1 | 92 | -5
c1ccc(CNCCN2CCNCC2)nc1 | 98 | -5 | 101 | 109 | -6&1[fluorescence artefact?] | -1 | 1.1 | 91 | -8[fluorescence artefact?]
CCCCn1nnnc1SCC(=O)Nc1ccc2c(c1)OCCO2 | 98 | -21 | 93 | 122 | 4 | 0 | 1.2 | 93 | -28[fluorescence artefact?]
CN(Cc1nc2ccccc2c(=O)[nH]1)Cc1cc(=O)oc2ccc3ccccc3c12 | 99 | 10[fluorescence artefact?] | 112 | 127[fluorescence artefact?] | 2 | -4 | 1 | 91 | 6[fluorescence artefact?]
Cc1c(Cl)cccc1NC(=O)CN1C(=O)CSc2ncccc21 | 94 | -7 | 94 | 102 | -7 | 1 | 1.1 | 86 | -7[fluorescence artefact?]
COCCSc1ccccc1C(=O)N1CCCC1 | 106 | -5 | 112 | 120 | 5 | 4 | 1 | 87 | -3
Cc1ccc(-c2nn(C)c(=O)c3ccccc23)cc1S(=O)(=O)NCCO | 105 | -1 | 99 | 117 | 0 | 0 | 1 | 83 | 9
COC(=O)C1C(=O)C2=C(CC1C)NC(C)=C(C(=O)OC1CCCC1)C2c1ccc(N(C)C)cc1 (centres undefined) | 103 | 11 | 97 | 111[fluorescence artefact?] | -2 | -4 | 1.1 | 93 | 1
Cc1cccc(OCC(=O)N2CCN(C(=O)CCC3CCCC3)CC2)c1 | 102 | 8 | 98 | 115 | 6 | -1 | 1.1 | 72 | -4
COC(=O)Cn1ncc2c3ccccc3n(Cc3ccccc3)c2c1=O | 99 | 4 | 98 | 87 | -27 | -5 | 1.3 | 109 | -6
CN(C)CCNc1nc(-c2ccccc2)c2c(c1C#N)CC(C)(C)OC2 | 97 | 0 | 92 | 111 | -11 | 1 | 1.1 | 61 | 1
Cc1ccccc1CNC(=O)c1ccccc1C(=O)O | 95 | -4 | 99 | 112 | 14 | · | 1 | 91 | -9
Cn1cccc1Cc1nnc(SCC(=O)Nc2ccccc2)n1-c1ccc(F)cc1 | 77 | -2 | 84 | 77 | -5 | -2 | 1 | 87 | 11[fluorescence artefact?]
COCCCn1c(SCC(=O)Nc2ccccc2)nnc1-c1ccncc1 | 101 | -2 | 108 | 96 | 14 | · | 1 | 96 | 2
COc1cc(C(=O)O)ccc1OC(C)=O | 96 | -7 | 101 | 124 | 4 | -2 | 1.1 | 94 | 0
Cc1ccc(CSc2nnc(-c3ccc4c(c3)OCO4)o2)cc1 | 99 | 3 | 102 | 132 | 13 | -3 | · | 93 | 0[fluorescence artefact?]
Cc1ccc(NC(=O)CCCCCC2NC(=O)NC2C)cc1 (centres undefined) | 99 | 16 | 107 | 120 | -9 | -1 | 1.2 | 92 | -10
CC1(C)C(c2ccc(Cl)cc2)=[N+]([O-])C2(CCCC/C2=N\O)N1O (centres undefined) | 98 | -2 | 104 | 126 | 12 | -3 | 1 | 94 | -7
COc1ccc(CC(=O)Nc2ccc(S(=O)(=O)Nc3cc(C)on3)cc2)cc1 | 106 | 23 | 105 | 100 | 0 | -2 | 1.1 | 114 | 6
Cc1cc(N2CC(C(=O)O)CC2=O)ccc1Br (centres undefined) | 90 | -3 | 91 | 126 | -6 | · | 1 | 101 | 4
Brc1ccc(-c2noc(COc3ccc4ccccc4c3)n2)o1 | 112 | 8 | 93 | 90[fluorescence artefact?] | -12 | -1 | · | 85 | 5
CC(=O)Cn1c(CN2CC(C)CC(C)C2)nc2c1c(=O)n(C)c(=O)n2C (centres undefined) | 100 | -8 | 104 | 105 | -6 | 2 | 1 | 81 | -13
Cc1cc(C(F)F)n2nc(C(=O)NCc3ccccc3F)nc2n1 | 102 | 0[fluorescence artefact?] | 97 | 88 | -2 | 4 | 1.1 | 103 | -5
CCCCNCCOCCOc1ccc(F)cc1 | 97 | -4[fluorescence artefact?] | 94 | 97 | 0 | -4 | 1 | 89 | -2[fluorescence artefact?]
O=C(Cc1ccccc1)Nc1ccc2oc(-c3ccncc3)nc2c1 | 97 | 51*[fluorescence artefact?] | 107 | 299*[fluorescence artefact?] | 10 | 2 | 1.1 | 87 | 47

This is a subset (hit frequency here may not be typical).
